Compound activity (PubChem)
Apaf1 inhib: human Apaf-1 inhibition; O14727; reconstituted apoptosome caspase-3 activity, DEVD-Rh110 fluorescence; inhibition, % at 20 µM; 330,000 compounds, 0.71% hits; AID 489030; active = inhibition of at least 40% at 20 µM;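 note: plate controls were DMSO wells for no effect and DEVD-CHO caspase inhibitor wells for full effect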
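Material: reconstituted apoptosome with Apaf-1, cytochrome c, caspase-9, procaspase-3, dATP / Buffer or medium: pH 7.5 Hepes buffer with CHAPS, BSA, DTT / Also added: cytochrome c with DEVD-Rh110 / Schedule: compound with Apaf-1, dATP, procaspase-3 30 min, then 50 min reaction, room temperature / Technique: rhodamine 110 fluorescence at Ex 480/Em 540 nm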
SENP8 block-1: blocks the human protease SENP8; 330,000 compounds, 1.2% hits; inhibition, % at 10 µM; AID 2540; purified SENP8, Z-RLRGG-aminoluciferin cleavage, luminescence; in the data active = inhibition above about 50%
Target sequence (Q96LD8 whole entry, looked up): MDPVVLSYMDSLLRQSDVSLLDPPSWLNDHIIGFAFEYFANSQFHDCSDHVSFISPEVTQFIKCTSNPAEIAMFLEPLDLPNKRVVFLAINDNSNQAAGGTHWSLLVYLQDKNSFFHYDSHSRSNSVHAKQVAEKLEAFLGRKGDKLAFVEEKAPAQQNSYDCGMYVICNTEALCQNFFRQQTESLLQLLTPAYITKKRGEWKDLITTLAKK
SENP7 block: SENP7 protease inhibition; Q9BQF6; recombinant SENP7, Z-RLRGG-aminoluciferin luminescence, 40 min; inhibition, % at 5 µM; 330,000 compounds, 1.5% hits;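 active = inhibition above about 50% at the single test dose, limit read from the data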;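 note: plate controls were DMSO with enzyme for no effect and no enzyme buffer wells for full effect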
SENP6 block: inhibitors of human SENP6 protease. Q9GZR1. Recombinant SENP6 catalytic domain, aminoluciferin luminescence. inhibition, % at 10 µM. 330,000 compounds, 1.8% hits. AID 2599;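 active = inhibition above about 50% at the single tested dose, limit read from the data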;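 note: plate controls were DMSO wells with enzyme for no effect and DMSO wells lacking enzyme for full effect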
UBC13 inh: inhibitors of human UBC13 polyubiquitin chain formation; 330,000 compounds, 0.47% hits; P61088; TR-FRET; inhibition, % at 20 µM; in the data active = inhibition above about 45%, passing the limit was not always enough
Target sequence (P61088 whole entry, looked up): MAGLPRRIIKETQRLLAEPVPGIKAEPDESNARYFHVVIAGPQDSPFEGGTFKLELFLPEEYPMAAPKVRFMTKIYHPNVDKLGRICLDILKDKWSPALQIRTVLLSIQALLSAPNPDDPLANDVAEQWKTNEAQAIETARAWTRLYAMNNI
APOBEC3G inh: APOBEC3G (human) deaminase inhibition. recombinant A3G, ssDNA deamination FAM/TAMRA fluorescence. inhibition, % at 20 µM. 330,000 compounds, 0.28% hits. AID 493012;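 active = inhibition of at least 40% at 20 µM, with no more than 30% in the related APOBEC3A deaminase screen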;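 note: plate controls were DMSO wells with A3G for no effect and wells lacking A3G enzyme for full effect; some compounds called inactive have numbers as strong as hits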
Target sequence (Q9HC16 whole entry, looked up): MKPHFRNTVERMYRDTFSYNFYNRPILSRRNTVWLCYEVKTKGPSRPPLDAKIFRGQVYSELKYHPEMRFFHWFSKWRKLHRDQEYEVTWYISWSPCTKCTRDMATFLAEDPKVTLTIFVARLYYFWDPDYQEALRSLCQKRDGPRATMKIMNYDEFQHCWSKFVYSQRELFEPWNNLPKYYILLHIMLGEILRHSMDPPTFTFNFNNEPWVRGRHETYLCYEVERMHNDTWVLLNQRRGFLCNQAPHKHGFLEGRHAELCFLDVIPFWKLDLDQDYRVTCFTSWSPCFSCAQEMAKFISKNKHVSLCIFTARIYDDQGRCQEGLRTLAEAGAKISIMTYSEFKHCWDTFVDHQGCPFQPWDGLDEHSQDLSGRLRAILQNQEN
SENP8 block-2: inhibitors of human SENP8 protease. Q96LD8. recombinant SENP8, Nedd8 substrate fluorescence. inhibition, % at 20 µM. 360,000 compounds, 0.64% hits. AID 602440; in the data active = inhibition mostly above about 40%, no sharp cut-off; inactive = mostly below about 27%
SENP1 FRET inh: blocks the human SENP1 SUMO protease catalytic domain | inhibition, % at 10 µM | Q9P0U3 | 360,000 compounds, 0.21% hits | recombinant SENP1 catalytic domain, CyPet-SUMO1-YPet FRET cleavage;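 active = inhibition at least 30% at 10 µM, raw YFP signal under a set limit, fluorescence ratio 0.5 to 1.5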;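 note: 0% = enzyme with DMSO and 100% = no enzyme wells; some results filed as inactive read as strong as hits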
Target sequence (Q9P0U3 419-644 limits assumed): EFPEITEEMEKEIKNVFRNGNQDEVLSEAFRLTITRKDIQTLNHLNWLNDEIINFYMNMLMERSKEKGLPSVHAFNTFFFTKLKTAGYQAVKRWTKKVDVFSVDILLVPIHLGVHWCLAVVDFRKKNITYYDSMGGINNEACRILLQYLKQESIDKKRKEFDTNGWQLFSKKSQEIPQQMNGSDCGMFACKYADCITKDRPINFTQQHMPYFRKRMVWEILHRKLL
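system = hSENP1 catalytic domain, recombinant | reagent = SFCypet-SUMO1-SFYpet substrate at 25 nM | doses = one dose per compound, 10 µM, 0.5% DMSO | incubation = enzyme reaction for 50 min at room temperature, dark | measured by = FRET, CFP and YFP emission | controls = no-enzyme low, enzyme-DMSO high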
An asterisk follows results filed as active; x = no result given.

1: CC(C)C1=CC(=Nc2ccc(S(N)(=O)=O)cc2)C=C(C(C)C)C1=O
2: CCOC(CNC(=O)c1cc2c(=O)n(CC)c3ccccc3c2s1)OCC
3: Cc1cccc(C(=O)NCC(=O)N2CCN(S(=O)(=O)c3cc(C)ccc3C)CC2)c1
4: COc1cc(S(=O)(=O)Nc2ccccc2)ccc1N=Cc1c(C)[nH]n(-c2ccc(C)cc2)c1=O
5: O=C(Nc1cccc2ccccc12)c1cnccn1
6: CC1(C(=O)Nc2cccc(C(F)(F)F)c2)CO1 (configuration not stated)
7: CC(C)(C)c1ccc(Cn2nnc3c(=O)[nH]c(C4CCCN(C(=O)c5ccco5)C4)nc32)cc1 (configuration not stated)
8: Cc1csc(NC(=O)CSCC(=O)O)c1-c1nc2ccccc2s1

screen / no.,1,2,3,4,5,6,7,8
SENP8 block-1,-10,-1,1,3,-5,6,-7,5
APOBEC3G inh,-4,-10,2,-2,-6,-8,-5,-1
SENP6 block,-17,6,5,-3,-1,-7,-12,-2
SENP8 block-2,9,-278,13,x,16,x,-20,-172
UBC13 inh,-4,25,1,-5,6,6,-5,6
SENP7 block,11,1,7,-4,-3,4,10,1
Apaf1 inhib,8,5,11,-3,-7,3,26,5
SENP1 FRET inh,1,0,1,x,0,x,-1,-5

9: CC(C)C[C@H](NC(=O)C1CCN(C(=O)[C@H](Cc2ccccc2)NC(=O)OC(C)(C)C)CC1)C(=O)O
10: Oc1ccc(/C=N/Nc2nccnc2Cl)cc1
11: S=C(Nc1ccc2nsnc2c1)N1CCCCCC1
12: CCOc1ccccc1NC(=O)CN1C(=O)NC(Cc2c[nH]c3ccccc23)C1=O (configuration not stated)
13: O=C(O)CSC12CC3CC(C1)CC(C(=O)O)(C3)C2
14: COc1ccc(CNC(=O)C/C(C)=N/NC(=O)COc2ccc(Br)cc2)cc1
15: CCC(C)NC(=O)Nc1ccc(F)c(Cl)c1 (configuration not stated)
16: C/C=C\C=C/C(=O)Nc1cccc(C2=NOC3(C2)C[C@H](C(N)=O)N(C(=O)Cc2ccc([N+](=O)[O-])cc2)C3)c1 (some centres not stated)

screen / no.,9,10,11,12,13,14,15,16
SENP8 block-1,-16,98*,89*,-11,-7,1,-12,1
APOBEC3G inh,-6,-1,15,-10,-2,-1,-5,-10
SENP6 block,-6,97*,93*,-16,-5,0,-3,-5
SENP8 block-2,3,-61,-149,7,26,13,10,9
UBC13 inh,1,0,-47,0,-4,1,-2,-12
SENP7 block,-4,99*,53*,1,-7,1,-8,0
Apaf1 inhib,3,1,93*,14,0,-9,-3,5
SENP1 FRET inh,3,2,-28,-1,3,2,1,-3

Another view of some results above:
Below each compound – SENP8 block-1 | APOBEC3G inh | SENP6 block | SENP8 block-2 | UBC13 inh | SENP7 block | Apaf1 inhib | SENP1 FRET inh
3	Cc1cccc(C(=O)NCC(=O)N2CCN(S(=O)(=O)c3cc(C)ccc3C)CC2)c1
    1 | 2 | 5 | 13 | 1 | 7 | 11 | 1
7	CC(C)(C)c1ccc(Cn2nnc3c(=O)[nH]c(C4CCCN(C(=O)c5ccco5)C4)nc32)cc1 (configuration not stated)
    -7 | -5 | -12 | -20 | -5 | 10 | 26 | -1
2	CCOC(CNC(=O)c1cc2c(=O)n(CC)c3ccccc3c2s1)OCC
    -1 | -10 | 6 | -278 | 25 | 1 | 5 | 0

More records follow:
17: CC(c1ccccc1)N1C(=O)c2cccnc2C1=O (configuration not stated)
18: CS(=O)(=O)N1CCC(C(=O)Nc2ccccc2Cl)CC1
19: O=c1oc2ccccc2c(NC2CCCCC2)c1NS(=O)(=O)c1ccc(Cl)cc1
20: Cc1c(C(=O)N2CCOCC2)sc(NC(=O)CCl)c1C#N
21: CCOC(=O)C1=CC[C@H]2c3c(c4ccccc4n3C)C(=O)C1N2S(=O)(=O)c1ccc(C)cc1
22: CCOc1ccc(N(C(=O)Cn2nnc3ccccc32)C(C(=O)NC(C)(C)CC)c2cccn2C)cc1 (configuration not stated)
23: Cc1nc2cc(F)ccc2n1C1CCN(C(=O)c2ccc(F)cc2F)CC1
24: C=CCCCCCCCCC(=O)NNC1CC(=O)N(c2ccccc2)C1=O (configuration not stated)

screen / no.,17,18,19,20,21,22,23,24
SENP8 block-1,-2,-9,-1,-4,0,-8,-9,-9
APOBEC3G inh,-5,-6,-5,-4,-6,-10,-7,-1
SENP6 block,-6,0,5,-16,-10,-9,-23,-7
SENP8 block-2,11,8,-22,5,18,16,-15,12
UBC13 inh,-5,-2,7,-4,4,-5,-3,-9
SENP7 block,-3,3,9,0,4,4,-12,-2
Apaf1 inhib,-15,-8,17,6,11,18,8,4
SENP1 FRET inh,1,1,1,-5,-2,-1,-1,2

Quoted at random: three entries already listed, in no set order.
17: CC(c1ccccc1)N1C(=O)c2cccnc2C1=O (configuration not stated)
22: CCOc1ccc(N(C(=O)Cn2nnc3ccccc32)C(C(=O)NC(C)(C)CC)c2cccn2C)cc1 (configuration not stated)
21: CCOC(=O)C1=CC[C@H]2c3c(c4ccccc4n3C)C(=O)C1N2S(=O)(=O)c1ccc(C)cc1

screen / no.,17,22,21
SENP8 block-1,-2,-8,0
APOBEC3G inh,-5,-10,-6
SENP6 block,-6,-9,-10
SENP8 block-2,11,16,18
UBC13 inh,-5,-5,4
SENP7 block,-3,4,4
Apaf1 inhib,-15,18,11
SENP1 FRET inh,1,-1,-2

(list continues)
25: COc1cc(C(=O)OCC(=O)N(C)Cc2ccccc2)cc(OC)c1OC
26: Cc1ccc(CN2CC34C=CC(O3)C(C(=O)NCc3ccc5c(c3)OCO5)C4C2=O)cc1 (configuration not stated)
27: Cc1cc(Br)ccc1SCC(=O)OCC(=O)NCc1ccco1
28: NC(=O)c1ccc(-n2nnnc2Oc2ccccc2)cc1
29: COC(=O)CSc1nnc(C)c(=O)[nH]1
30: O=C(NC1CCN(Cc2ccccc2)CC1)c1ccc(Cl)cc1Cl
31: S=c1[nH]nc2nnc3ccccc3n12
32: O=C(Nc1nc2n(n1)C(c1ccccc1)CC(c1ccc(Cl)cc1)N2)c1ccco1 (configuration not stated)

screen / no.,25,26,27,28,29,30,31,32
SENP8 block-1,5,-1,-3,7,7,6,0,1
APOBEC3G inh,-11,0,22,-5,-3,-3,18,-9
SENP6 block,-9,2,3,4,4,17,-18,14
SENP8 block-2,12,32,4,8,12,6,0,-32
UBC13 inh,4,-9,4,0,10,-3,-70,-19
SENP7 block,4,5,10,2,-2,4,7,-11
Apaf1 inhib,-10,1,13,-18,-4,-12,-22,22
SENP1 FRET inh,2,0,7,0,0,3,-1,5

33: CCOc1ccc(NC(=O)CN(C)C(=O)c2ccccc2CCc2ccccc2)cc1OCC
34: COc1ccc(Br)cc1/C=N/NC(=O)C[n+]1ccccc1
35: Cc1ccc(CNC(=O)CSc2nccn(-c3ccc(C)c(F)c3)c2=O)cc1
36: COc1ccc(N(CC(=O)N2CCCCCC2)S(=O)(=O)c2ccccc2)cc1
37: CN1CCc2c(sc3c2C(=O)NC(c2ccc(-c4ccc(Cl)cc4)o2)N3)C1 (configuration not stated)
38: Cn1c(=O)c2c(nc(NN=C3CCCC3)n2C)n(C)c1=O
39: O=C(CSc1n[nH]c(=O)[nH]c1=O)N/N=C/C=C\c1ccccc1
40: COc1cccc(/C(O)=C2\C(=O)C(=O)N(c3ccccn3)C2c2cccc(OC)c2OC)c1 (configuration not stated)

screen / no.,33,34,35,36,37,38,39,40
SENP8 block-1,2,0,-5,9,-3,3,0,-3
APOBEC3G inh,-4,-1,-1,2,-8,-6,-3,-7
SENP6 block,-16,-1,-9,15,12,-3,-27,-17
SENP8 block-2,25,13,-442,14,-421,-2,8,13
UBC13 inh,-2,2,20,2,-41,3,-5,-11
SENP7 block,1,3,1,0,0,-3,-8,-8
Apaf1 inhib,25,0,13,4,14,-18,7,1
SENP1 FRET inh,0,5,-1,0,-33,-12,1,4

41: O=C1CCC(C(=O)OCC(=O)Nc2ccc(Cl)cc2C(F)(F)F)=NN1
42: O=C(Nc1ccon1)c1nc[nH]c1C(=O)N1CCN(c2ccccc2)CC1
43: COc1ccc(O)c(-c2cc(-c3ccccc3Cl)[nH]n2)c1
44: CCN(CC)C(=O)C(=O)N/N=C/c1ccc(Br)cc1
45: O=S(=O)(NC(=NCc1ccccc1)c1ccccc1)c1ccccc1
46: Cn1c(SCC(=O)NC(C)(C)C)nnc1-c1cccc(NC(=O)c2ccccc2F)c1
47: CCCC[C@@H]1CNC(=S)N1CC1CCCCC1
48: O=C(/C=C/c1ccccc1)OCC(=O)c1ccc[nH]1

screen / no.,41,42,43,44,45,46,47,48
SENP8 block-1,-7,5,46,2,0,-4,-9,-15
APOBEC3G inh,-5,-3,-6,0,0,16,-10,-3
SENP6 block,-13,6,49,13,1,-10,-10,-9
SENP8 block-2,12,28,-3,24,16,22,16,0
UBC13 inh,-8,2,12,0,6,-11,10,-5
SENP7 block,-3,-12,38,5,-9,5,-18,-14
Apaf1 inhib,9,0,7,1,8,-1,21,12
SENP1 FRET inh,2,2,-3,2,0,1,2,-13

49: O=C(CSc1nc(-c2ccco2)cc(C(F)(F)F)n1)NCCN1CCOCC1
50: O=C1N[C@@H](Cc2ccccc2)C(=O)N2[C@@H]3N(S(=O)(=O)c4ccc(F)cc4)c4ccccc4[C@]3(Br)C[C@@H]12
51: O=C(/C=C/c1ccccc1)N1CCN(c2cccc(Cl)n2)CC1
52: C/C1=C\CCC2C(/C=C(\C)CC1)OC(=O)C2CN1CCCCC1 (configuration not stated)
53: CCc1nc(SCc2cccnc2)c(C#N)cc1C
54: CCNC(=S)N1CCN(C(=O)c2ccco2)CC1
55: CC(=O)c1cccc(NC(=O)CC2S/C(=N/N=C/c3ccccc3)NC2=O)c1 (configuration not stated)
56: CSc1ccccc1NC(=O)CN(C)CC(=O)Nc1ccc(S(=O)(=O)N2CCCC2)cc1

screen / no.,49,50,51,52,53,54,55,56
SENP8 block-1,-14,4,4,7,-4,4,-7,-4
APOBEC3G inh,-7,-3,-8,0,-2,0,-6,-2
SENP6 block,-1,-3,3,-5,-14,1,6,-24
SENP8 block-2,-32,7,21,11,11,23,26,12
UBC13 inh,-15,-3,6,0,16,-7,-5,1
SENP7 block,-7,-8,11,5,6,8,-5,7
Apaf1 inhib,-3,29,-3,1,-3,4,-12,-2
SENP1 FRET inh,-1,1,0,1,1,-2,1,0

57: CC(C)(C)NC(=O)NC(=O)COC(=O)c1cccc(S(=O)(=O)N2CCCCC2)c1
58: CC1=NN(c2nc(-c3ccc(C)cc3)cs2)C(=O)C1N=Nc1ccccc1O (configuration not stated)
59: Cc1ccc(OCC(=O)Nc2nnc(S(=O)(=O)N3CCCCCC3)s2)cc1C
60: CCOC(=O)c1ccccc1NC(=O)COC(=O)C1=COCCO1
61: Cc1cc(NC(=S)Nc2cccnc2)ccc1Br
62: Cc1cccc(S(=O)(=O)NCCNS(=O)(=O)c2cccc(C)c2)c1
63: CCOc1ccc(-c2nc(S(=O)(=O)c3ccccc3)c(NCc3cccnc3)o2)cc1
64: CC(C)(C)C1=C(C#N)C(c2cccnc2)C(C#N)=C(N)O1 (configuration not stated)

screen / no.,57,58,59,60,61,62,63,64
SENP8 block-1,-6,3,2,-10,0,-5,3,2
APOBEC3G inh,-3,3,-5,-7,-13,2,-4,-11
SENP6 block,-9,15,8,3,3,27,15,-7
SENP8 block-2,26,28,25,3,8,2,-6,18
UBC13 inh,6,-89,-13,-6,11,-4,3,6
SENP7 block,3,3,1,-7,8,7,7,3
Apaf1 inhib,1,17,15,-7,-16,18,17,-6
SENP1 FRET inh,3,8,-2,-1,0,3,1,-4
